Screening results (PubChem BioAssay)
Rhodamine fluor = rhodamine region autofluorescence; Rhodamine-region fluorescence, 547/598 nm, Tris buffer; stronger effect = higher value; max dye-equivalent concentration, M; 59,000 tested, 0.05% active; AID 594; in the data active = max dye-equivalent concentration above about 11 nM; inconclusive = between about 1.1 nM and that limit
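Steps: pin-transfer compounds into pH 8.0 Tris (100 mM), hold 15 min at room temperature, image with a 547/598 nm filter pair, and convert intensities to rhodamine-equivalent concentration using a six-point on-plate rhodamine series.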
Tau filament bind = tau filament binding; P10636; recombinant tau filaments, thioflavin S fluorescence, 15 h; filaments grown with octadecylsulfate alongside compound; Potency, µM (titrated, usually from 57.1 µM), for the others: top-dose activity change, negative = inhibition; 71,000 tested, 2% active; AID 596;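 also: potency is read from the fitted curve at half-maximal effect; % is scaled to controls: 0 for no effect and ±100 for the full control effect; actives lower thioflavin S fluorescence by blocking filaments or displacing dye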
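Quantitative HTS: thioflavine S signal from ODS-induced tau filaments, excited at 450 nm, emission 510 nm. Conditions: 1 uM tau, 30 uM ODS, 15 h at 37 C, pH 7.4.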
Casp1 inh = blocks human caspase-1 allosterically or competitively; P29466; Caspase-1 enzyme, Ac-WEHD-AFC fluorogenic rate; Potency, µM (titrated, usually from 57.5 µM), without a hit: at the highest dose activity change, negative = inhibition, hits mostly inhibitors; 75,000 tested, 0.03% active; AID 900;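 also: potency is read from the fitted curve at half-maximal effect; plate controls were vehicle for no effect and no substrate for full effect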
A350 autofl = compound fluoresces in the Alexa 350 spectral region; 59,000 tested, 11% active; max dye-equivalent concentration, M; Compound autofluorescence, 340/450 nm, Alexa 350 dye-equivalents; stronger effect = higher value; in the data active = max dye-equivalent concentration above about 10 nM; inconclusive = mostly about 1.1 nM to 9.6 nM
Luciferase inh = inhibitors of firefly luciferase; purified firefly luciferase, luminescence, 8 min; Potency, µM (series often up to 57.1 µM), inactives show at the highest dose activity change, negative = inhibition, most hits filed as inhibitors; 72,000 tested, 2.2% active; also: potency is read from the fitted curve at half-maximal effect; % is scaled to controls: 0 for no effect and ±100 for the full control effect; nearly all actives have a fitted effect of over 40% in size
Target sequence (P08659 whole entry, looked up): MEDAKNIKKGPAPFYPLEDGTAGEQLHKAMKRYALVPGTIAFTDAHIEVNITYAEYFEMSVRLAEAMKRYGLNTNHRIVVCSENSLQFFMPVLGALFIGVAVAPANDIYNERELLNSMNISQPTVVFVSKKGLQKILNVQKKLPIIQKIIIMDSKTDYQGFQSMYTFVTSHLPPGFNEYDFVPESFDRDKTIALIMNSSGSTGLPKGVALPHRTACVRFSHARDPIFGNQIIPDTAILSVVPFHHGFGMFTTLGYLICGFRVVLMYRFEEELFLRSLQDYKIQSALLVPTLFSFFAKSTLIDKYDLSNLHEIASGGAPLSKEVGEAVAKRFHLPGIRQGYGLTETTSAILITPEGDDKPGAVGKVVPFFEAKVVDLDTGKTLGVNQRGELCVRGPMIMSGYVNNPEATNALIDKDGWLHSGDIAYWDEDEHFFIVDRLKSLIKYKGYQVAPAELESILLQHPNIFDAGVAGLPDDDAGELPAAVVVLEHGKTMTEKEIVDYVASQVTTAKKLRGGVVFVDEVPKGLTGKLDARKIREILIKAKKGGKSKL
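Substrate buffer containing 10 uM ATP (pH 7.2 imidazole, Mg2+, KCl, detergent, BSA) is dispensed, compound pinned in, then luciferase/luciferin detector mix added. After 8 min at ambient temperature, light output is measured.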
TexasRed autofl = compounds fluorescent in Texas Red spectral region. Compound fluorescence, Texas Red channel, 547/618 nm; stronger effect = higher value. max dye-equivalent concentration, M. 59,000 tested, 0.06% active. AID 587; in the data active = max dye-equivalent concentration above about 10 nM; inconclusive = between about 1.1 nM and that limit
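Compound fluorescence was read after 15 min at room temperature in 100 mM Tris, pH 8.0, using 547 nm excitation and 618 nm emission across a concentration series. It was expressed as Texas Red dye-equivalent concentration from an on-plate standard curve.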
HEK293 cAMP cs = counter-screen for TSHR agonists: cAMP increase in parental HEK293; parental HEK293 CNG cAMP sensor, membrane potential fluorescence; Potency, µM (highest dose often 57.1 µM), for inactives: top-dose activation, hits mostly activators; 73,000 tested, 2.5% active; also: potency is read from the fitted curve at half-maximal effect; % of control where 0% means no effect; nearly all actives have a fitted effect of over 55% in size
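Counterscreen for endogenous-receptor signalling: CNG-channel HEK 293 cells report cAMP rise by membrane depolarization. After 60 min dye equilibration with 100 uM RO 20-1724, compounds incubated 30 min before bottom-read fluorescence at 590 nm.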
4-MU autofl = 4-MU region autofluorescence. compound autofluorescence, 340/450 nm, 4-MU equivalents; stronger effect = higher value. max dye-equivalent concentration, M. 59,000 tested, 11% active. AID 589; in the data active = max dye-equivalent concentration above about 10 nM; inconclusive = mostly about 1.1 nM to 9.6 nM
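Compounds in 100 mM Tris, pH 8.0, incubated 15 min at room temperature, then fluorescence read at 340 nm excitation/450 nm emission. Signal converted to 4-MU dye-equivalent concentration using an on-plate six-point 4-MU standard curve.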
Fluorescein fluor = compound autofluorescence in fluorescein spectral region; Compound autofluorescence, 480/540 nm, fluorescein-equivalent; stronger effect = higher value; max fluorescein-equivalent concentration, M; 59,000 tested, 0.91% active; in the data active = max fluorescein-equivalent concentration above about 10 nM; inconclusive = between about 1.1 nM and that limit
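Tris 100 mM pH 8.0; 15 min RT; CCD read, ex 480/em 540 nm. Output: fluorescein-equivalent concentration per compound concentration, from six-point dye series on each plate.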
Casp7 inh = caspase-7 (human) inhibition, allosteric or competitive; Potency, µM (top dose mostly 57.5 µM), for the others: at the top dose activity change, negative = inhibition, hits mostly inhibitors; 75,000 tested, 0.02% active; recombinant caspase-7, Ac-DEVD-AFC fluorescence rate; P55210; AID 889; active = well fitted inhibition curve with a large enough effect in the main read-out, with a control signal flat, not every such curve was filed as active; inconclusive = small, poorly fitted or top-dose-only effect, or a change in a side signal; also: potency is read from the fitted curve at half-maximal effect; % of control where 0% means no effect
Target sequence (P55210 24-198 limits assumed): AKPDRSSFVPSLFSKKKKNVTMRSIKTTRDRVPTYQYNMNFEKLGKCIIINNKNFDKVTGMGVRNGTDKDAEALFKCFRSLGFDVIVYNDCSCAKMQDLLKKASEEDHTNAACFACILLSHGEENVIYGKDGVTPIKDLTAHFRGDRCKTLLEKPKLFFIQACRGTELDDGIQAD
Target sequence (P55210 207-303 limits assumed): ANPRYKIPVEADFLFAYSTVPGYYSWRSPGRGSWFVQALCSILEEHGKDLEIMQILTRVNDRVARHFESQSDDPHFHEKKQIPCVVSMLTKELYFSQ
ERK AVP block = blocks ERK signaling stimulated by vasopressin; HEK293-V1b, vasopressin-stimulated pERK AlphaScreen; Potency, µM (top dose mostly 57.5 µM), for the others: top-dose activity, negative = inhibition, actives largely listed as inhibitors; 72,000 tested, 0.99% active; AID 995; also: potency is read from the fitted curve at half-maximal effect; % is scaled to controls: 0 for no effect and ±100 for the full control effect; nearly all actives have a fitted effect of over 55% in size
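V1b-HEK293 cells; cpd 30 min 37C; 25 nM vasopressin 5 min; lyse 10 min; AlphaScreen beads 5 hr RT. Normalized to DMSO basal and 25 nM vasopressin; AC50 by Hill fit.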
The depositor's hits bear a star; i = inactive; ? = inconclusive; . = no result given; [ ] = another dose, or the depositor's remark. Unless noted, calls follow the shape of the dose curve; as a rule, active = well fitted curve in the direction sought with a large enough effect; inconclusive = small, poorly fitted or top-dose-only effect, or another doubt; inactive = no such curve, though single readings can be large; an effect the other way counts as inactive or inconclusive.

nr	mol	Rhodamine fluor	Tau filament bind	Casp1 inh	A350 autofl	Luciferase inh	TexasRed autofl
1	Cc1ccc(NC(=O)CC2C(=O)NC3CCCCC3N2C(=O)c2ccc(F)cc2)cc1C (stereo not given)	i	6%	0%	i	-2%	i
2	O=C(Nc1ccc(F)cc1F)c1cc2n(n1)C(C(F)(F)F)C1CCCCC1N2 (stereo not given)	i	-7%	-3%	i	-1%	?
3	Cc1sc(C(=O)NCc2cccnc2)c2nc(C)n(CC(=O)NCc3cccnc3)c(=O)c12	i	-7%	-3%	i	2%	i
4	COc1ccc(-c2cn[nH]c2N)c(OC)c1	i	5%	3%	i	1%	i
5	COC(=O)CCCCCc1ccc(C(C)=O)s1	.	20%	3%	.	1%	.
6	Cn1c(N2CCC(C(N)=O)CC2)nc2c1c(=O)n(Cc1ccc(Cl)cc1)c(=O)n2C	i	-2%	-2%	i	3%	i
7	COc1ccc(NC(=O)C(CC(C)C)NC(=O)c2ccccc2C)cn1 (stereo not given)	i	12%	2%	?	3%	?
8	CCCCC(NC(C)=O)c1nc2ccccc2[nH]1 (stereo not given)	.	-28%	-3%	.	2%	.

nr	HEK293 cAMP cs	4-MU autofl	Fluorescein fluor	Casp7 inh	ERK AVP block
1	-2%	i	i	1%	?
2	-4%	i	?	-1%	21%
3	-3%	i	?	0%	?
4	-2%	i	?	0%	?
5	14%	.	.	-2%	22%
6	2%	i	i	0%	-15%
7	-2%	?	?	-3%	-8%
8	13%	.	.	1%	.

(next part)
nr	mol	Rhodamine fluor	Tau filament bind	Casp1 inh	A350 autofl	Luciferase inh	TexasRed autofl
9	Cc1ccc(OCCNC(=O)c2ccccc2N)cc1	.	-4%	-4%	.	-2%	.
10	COc1ccc2[nH]c(=O)c(CN(CCO)C(=O)c3ccccc3F)cc2c1	i	4%	1%	3.9e-07M*	-34%	i
11	CCN1CCN(C(c2cccs2)C(C)NC(=O)CC(C)C)CC1 (stereo not given)	i	-3%	-6%	i	1%	i
12	Cc1c(O)cccc1C(=O)N[C@@H](CSc1ccccc1)[C@H](O)CN1C[C@H]2CCCC[C@H]2C[C@H]1C(=O)NC(C)(C)C	.	198%	-3%	.	.	.
13	Fc1ccc(CSc2ncnc3nc[nH]c23)cc1	.	-16%	2%	.	-12%	.
14	CCOCCCNC(=O)c1ccccc1SC	i	-2%	0%	i	0%	i
15	CC(C)c1cc(NCCCN2CCOCC2)n2c(nc3ccccc32)c1C#N	i	.	.	4e-06M*	-2%[25.5 µM]	i
16	CCOc1ccc(CCNC(=O)CN2CCN(Cc3ccccc3C)C2=O)cc1OCC	i	-1%	0%	i	0%	i

nr	HEK293 cAMP cs	4-MU autofl	Fluorescein fluor	Casp7 inh	ERK AVP block
9	-11%	.	.	0%	.
10	6%	3.3e-07M*	?	0%	-16%
11	10%	i	?	-1%	-17%
12	27%	.	.	-1%	12%
13	7%	.	.	0%	.
14	1%	i	i	0%	-9%
15	.	3.6e-06M*	?	.	.
16	37%	i	i	-1%	6%

Later entries
nr	mol	Rhodamine fluor	Tau filament bind	Casp1 inh	A350 autofl	Luciferase inh	TexasRed autofl
17	CCOC(=O)C1=C(N)Oc2cc(C)oc(=O)c2C1c1cccnc1 (stereo not given)	i	-10%	1%	?	3%	?
18	COc1cc(S(=O)(=O)N(Cc2ccc(C)cc2)C2CCCCC2)ccc1-n1cnnn1	i	1%	1%	i	1%	?
19	CCOC(=O)c1[nH]c(C)c(/C(O)=C2\C(=O)C(=O)N(CCN(C)C)C2c2ccc(C)o2)c1C (stereo not given)	i	4%	-7%	i	2%	i
20	CC(C)C[C@H](NC(=O)NCc1ccccc1Cl)C(=O)O	i	-6%	-1%	i	2%	i
21	OC[C@@H]1O[C@@H](n2cnc3c(NC4CCCCC4)ncnc32)[C@@H](O)[C@H]1O	i	15%	-1%	i	-13%	?
22	CSCC[C@H](NC(=O)NCc1ccccc1F)C(=O)O	i	1%	-1%	?	1%	i
23	CC(C)NC(=O)c1nc2ccccc2s1	i	9%	?	i	1%	i
24	O=C1c2ccccc2C(Nc2ccc3c(c2)OCCO3)N1c1ccccn1 (stereo not given)	.	-15%	-2%	.	0%	.

nr	HEK293 cAMP cs	4-MU autofl	Fluorescein fluor	Casp7 inh	ERK AVP block
17	1%	?	?	-3%	-10%
18	13%	i	i	-4%	-3%
19	2%	i	?	-6%	-16%
20	-3%	i	i	1%	1%
21	21%	i	i	-2%	-27%
22	2%	1e-08M*	i	0%	-23%
23	20%	i	i	-4%	-10%
24	26%	.	.	-2%	-2%

Fetched one by one from the list above:
nr	mol	Rhodamine fluor	Tau filament bind	Casp1 inh	A350 autofl	Luciferase inh	TexasRed autofl
17	CCOC(=O)C1=C(N)Oc2cc(C)oc(=O)c2C1c1cccnc1 (stereo not given)	i	-10%	1%	?	3%	?
23	CC(C)NC(=O)c1nc2ccccc2s1	i	9%	?	i	1%	i
19	CCOC(=O)c1[nH]c(C)c(/C(O)=C2\C(=O)C(=O)N(CCN(C)C)C2c2ccc(C)o2)c1C (stereo not given)	i	4%	-7%	i	2%	i

nr	HEK293 cAMP cs	4-MU autofl	Fluorescein fluor	Casp7 inh	ERK AVP block
17	1%	?	?	-3%	-10%
23	20%	i	i	-4%	-10%
19	2%	i	?	-6%	-16%

Later entries
nr	mol	Rhodamine fluor	Tau filament bind	Casp1 inh	A350 autofl	Luciferase inh	TexasRed autofl
25	CC(C)(C)n1nnnc1C(c1cccs1)N1CCCc2ccccc21 (stereo not given)	i	-6%	-3%	i	2%	?
26	FC(F)(F)c1ccccc1-c1nccc(N2CCNCC2)n1	i	-18%	-2%	i	1%[2.29 µM]	i
27	O=C(O)C1CC(=O)N(c2ccc(OCc3c(F)cccc3Cl)cc2)C1 (stereo not given)	i	6%	-2%	i	0%	i
28	CCOC(=O)c1sc(=S)n(-c2ccccc2OC)c1N	i	2%	0%	i	-2%	i
29	Cc1nc2ccccn2c1/C(O)=C1\C(=O)C(=O)N(CCCn2ccnc2)C1c1ccncc1 (stereo not given)	i	-1%	-5%	i	-1%	?
30	Cc1nnc(NC(=O)c2ccccc2Br)s1	i	-2%	-1%	i	-2%	i
31	CCCCOc1ccc(CSC(CC(=O)O)C(=O)O)cc1 (stereo not given)	i	.	.	i	-1%[25.5 µM]	i
32	CCCCOc1ccc(S(=O)(=O)N2CCCCCC2)cc1	.	5%	0%	.	0%	.

nr	HEK293 cAMP cs	4-MU autofl	Fluorescein fluor	Casp7 inh	ERK AVP block
25	16µM*	i	i	-1%	-5%
26	-3%	i	?	-6%	10%
27	16%	i	i	-1%	7%
28	-7%	i	i	0%	7%
29	10%	i	?	-2%	-3%
30	-2%	i	?	-2%	4%
31	.	i	i	.	.
32	?	.	.	0%	41%[activator]

(continued)
nr	mol	Rhodamine fluor	Tau filament bind	Casp1 inh	A350 autofl	Luciferase inh	TexasRed autofl
33	CCOC(=O)c1[nH]c(C)c(/C(O)=C2\C(=O)C(=O)N(CCCn3ccnc3)C2c2ccncc2)c1C (stereo not given)	i	2%	-3%	i	2%	i
34	CCOC(=O)Nc1ccc2ncn(C)c(=O)c2c1	.	-8%	0%	.	-3%	.
35	C=CCn1c2ccccc2c2nnc(SCc3ccc4nonc4c3)nc21	i	-7%	0%	?	0%	i
36	COc1cc(OC)c(C(=O)CCCN2CCCC2)c(OC)c1	i	4%[25.6 µM]	-2%[25.7 µM]	i	5%[25.5 µM]	i
37	O=C(c1ccc(Cl)cc1)C1CCN(C(=O)N2CCOCC2)CC1	i	-11%	0%	i	-2%	i
38	C=CCNC(=O)C1CC(=O)N(c2ccc(OCC(=O)Nc3ccc(OC)cc3)cc2)C1 (stereo not given)	i	5%	0%	i	1%	i
39	O=C1CC(NCc2ccc3c(c2)OCO3)C(=O)N1Cc1ccc2c(c1)OCO2 (stereo not given)	i	.	.	i	2%[25.5 µM]	i
40	Cc1cccn2cc(CNC(=O)c3ccco3)nc12	i	27%	5%	i	0%	?

nr	HEK293 cAMP cs	4-MU autofl	Fluorescein fluor	Casp7 inh	ERK AVP block
33	2%	i	?	0%	0%
34	-2%	.	.	-2%	-11%
35	?	?	i	-1%	8%
36	3%[25.6 µM]	i	?	1%[25.7 µM]	-17%[25.7 µM]
37	4%	i	i	4%	-10%
38	3%	i	i	2%	30%[activator]
39	.	i	?	.	.
40	1%	i	i	0%	24%

More compounds follow:
nr	mol	Rhodamine fluor	Tau filament bind	Casp1 inh	A350 autofl	Luciferase inh	TexasRed autofl
41	CCOC(=O)C1=C(C)N(CCO)C(=O)NC1c1ccccc1 (stereo not given)	i	-12%	-2%	?	1%	?
42	O=S(=O)(NC1CC1)c1ccc(S(=O)(=O)N2CCc3ccccc32)cc1	i	-3%	-1%	i	2%	?
43	COc1ccc(NC(=O)CN(C)S(=O)(=O)c2ccccc2)cc1OC	i	-27%	1%	i	1%	i
44	Cc1ccccc1Cn1cnc2c(nnn2Cc2ccc(F)cc2)c1=O	i	-8%	1%	i	-2%	i
45	Cc1ccc(OC(=O)CCc2c(C)nc3ncnn3c2C)cc1	i	-9%	2%	i	1%	i
46	c1csc(-c2cnc3n2CCCC3)c1	i	9%	2%	i	-1%	?

nr	HEK293 cAMP cs	4-MU autofl	Fluorescein fluor	Casp7 inh	ERK AVP block
41	?	?	i	-2%	-3%
42	9%	i	?	7%	19%
43	5%	i	i	-5%	?
44	?	i	i	-1%	12%
45	6%[2.29 µM]	i	i	-4%	?
46	3%	i	i	0%	5%

An excerpt; count on the stated rates, not on these rows.
